# NadD inh: inhibitors of Staphylococcus aureus NadD; purified NadD enzyme, colorimetric absorbance read-out; inhibition, % at 20 µM; actives 0.78% (n = 360,000); in the data active = inhibition above about 26%; note: some compounds past the cut are filed as inactive
# DNMT1 block: DNMT1 (human) enzyme inhibition | AID 588458 | P26358 | actives 0.83% (n = 360,000) | inhibition (reported as % activation of signal), % at 10 µM | DNMT1 molecular beacon, Hinp1I cleavage, fluorescence; in the data active = inhibition above about 50%
# SKN-1 block: blocks SKN-1 activity in C. elegans; inhibition, % at 21.8 µM; actives 0.49% (n = 360,000); C. elegans VP596 Pgst-4::GFP/RFP ratio, acrylamide-induced, 24 h; AID 624304;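 active = interference check ratio from 0.5 to 1.5 plus GFP to RFP signal ratio inhibition reaching or exceeding a fixed threshold, cut at about 30% in these data, passing the limit was not always enough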; note: some compounds called inactive have numbers as strong as hits
# Neddyl block: blocks human cullin neddylation | P61081+Q13564 | TR-FRET cullin neddylation, biochemical | calls only at 25 µM | actives 0.58% (n = 360,000); in the data active = inhibition above about 36%
# Tb MetRS inh: blocks T. brucei methionyl-tRNA synthetase activity | actives 0.4% (n = 360,000) | purified T. brucei MetRS, ATP depletion, Kinase-Glo luminescence | inhibition, % at 11.9 µM;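 active = inhibition above a per-plate cutoff of the control wells' mean inhibition plus 3 SD, cut at about 5.5% in these data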;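 note: 0% = DMSO wells median and 100% = median of wells with control inhibitor compound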
#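 System: purified T. brucei MetRS enzyme / Detection: Kinase-Glo luciferase luminescence reporting remaining unconsumed ATP / Medium: HEPES buffer with MgCl2, KCl, DTT, spermine, BSA, pyrophosphatase / Replication: singlicate, one well per compound / Evaluation: percent inhibition relative to median high and low control wells / Schedule: 2 h aminoacylation at 25 °C after 15 min preincubation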
# STEP block: STEP (human) phosphatase inhibition; P54829; recombinant STEP, OMFP fluorogenic substrate, fluorescence; inhibition, % at 20 µM; actives 0.25% (n = 360,000);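 active = inhibition at 20 µM, scaled per plate between control wells, above about 37%, limit read from the data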;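 note: 0% = DMSO with enzyme and substrate and 100% = substrate only without enzyme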
# Target sequence (P54829 whole entry, looked up): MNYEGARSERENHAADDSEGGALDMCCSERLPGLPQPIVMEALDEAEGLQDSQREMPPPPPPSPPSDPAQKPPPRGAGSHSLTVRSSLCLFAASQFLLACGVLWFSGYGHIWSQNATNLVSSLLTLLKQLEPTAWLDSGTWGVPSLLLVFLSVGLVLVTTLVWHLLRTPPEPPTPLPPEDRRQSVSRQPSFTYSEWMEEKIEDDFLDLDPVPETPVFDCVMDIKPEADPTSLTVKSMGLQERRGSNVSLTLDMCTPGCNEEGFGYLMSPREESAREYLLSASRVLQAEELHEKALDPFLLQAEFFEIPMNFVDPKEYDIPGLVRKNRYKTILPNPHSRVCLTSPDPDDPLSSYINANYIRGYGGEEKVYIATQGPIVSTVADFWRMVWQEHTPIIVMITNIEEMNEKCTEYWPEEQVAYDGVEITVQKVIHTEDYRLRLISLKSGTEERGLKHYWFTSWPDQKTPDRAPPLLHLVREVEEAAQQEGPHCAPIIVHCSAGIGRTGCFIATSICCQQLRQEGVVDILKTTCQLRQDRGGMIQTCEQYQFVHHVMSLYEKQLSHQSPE
#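 Material: STEP (striatal-enriched tyrosine phosphatase) enzyme, cell-free; Compound dosing: 20 µM single dose in 1% DMSO; Technique: fluorescence read at 480 nm ex / 540 nm em; Times: reaction 20 min, ambient temperature; Medium: 50 mM Bis-Tris pH 6.0 with 2.5 mM DTT and 0.005% Tween 20; Also added: OMFP at 25 µM.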
# Scp-1 inhibitor: Scp-1 (human) phosphatase inhibition. AID 493091. Recombinant Scp1, phosphopeptide, malachite green phosphate absorbance. inhibition, % at 20 µM. Q9GZU7. actives 0.88% (n = 340,000);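 active = inhibition above about 50% at 20 µM, limit read from the data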;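 note: plate controls were DMSO wells with enzyme for no effect and wells lacking enzyme for full effect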
# Target sequence (Q9GZU7 76-261 limits assumed): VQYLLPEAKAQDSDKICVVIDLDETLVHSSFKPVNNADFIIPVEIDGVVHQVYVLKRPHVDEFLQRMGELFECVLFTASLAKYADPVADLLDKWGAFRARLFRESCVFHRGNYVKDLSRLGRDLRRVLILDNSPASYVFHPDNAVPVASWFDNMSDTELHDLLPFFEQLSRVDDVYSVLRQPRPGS
#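 Material: truncated SCP-1 phosphatase (76-261aa) / Buffer or medium: 50 mM Tris acetate pH 5.5, 0.005% Tween-20, 10 mM MgCl2 / Compound dosing: one concentration, 20 µM, with 1.0% DMSO / Incubation: 45 min room-temperature reaction, 5 min colour, 30 min stabiliser / Detection: colorimetric free-phosphate detection, absorbance 630 nm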
# SUMO1 PPI mod: alters human SUMO1 binding to SIM partners; actives 0.33% (n = 360,000); inhibition, % at 20 µM; SUMO1 binding to a labelled peptide, TR-FRET, 1 h; in the data active = inhibition above about 37%
# Target sequence (P63165 whole entry, looked up): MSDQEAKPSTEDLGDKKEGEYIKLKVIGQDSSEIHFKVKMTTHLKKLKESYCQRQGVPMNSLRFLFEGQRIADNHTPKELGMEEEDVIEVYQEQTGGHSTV
# CendR NRP1 mod: NRP-1/CendR interaction modulation; FAM-RPARPAR peptide binding to NRP-1, fluorescence polarization; inhibition, % at 25 µM; AID 602438; actives 0.85% (n = 360,000);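 active = inhibition or corrected inhibition above about 18%, plus a signal ratio from 0.5 to 1.5, limit read from the data, passing the limit was not always enough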; note: strong numbers were not always called active
# LMPTP block: blocks human LMPTP phosphatase | recombinant LMPTP-A, OMFP fluorogenic substrate, fluorescence intensity | inhibition, % at 20 µM | actives 0.22% (n = 360,000);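 active = compounds that cut the enzyme signal by at least half of the control window in the single-dose screen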;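 note: plate controls were DMSO wells with enzyme plus substrate for no effect and substrate without enzyme for full effect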
# Target sequence (P24666 whole entry, looked up): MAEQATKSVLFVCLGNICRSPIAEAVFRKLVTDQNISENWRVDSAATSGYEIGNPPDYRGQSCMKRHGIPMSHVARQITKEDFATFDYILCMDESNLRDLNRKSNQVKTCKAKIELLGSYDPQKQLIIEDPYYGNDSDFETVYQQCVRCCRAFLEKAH
#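 Test system: LMPTP-A phosphatase enzyme. Amount: LMPTP-A at 0.625 nM final in the reaction. Reagent: OMFP substrate, 400 µM final. Times: 50 min at room temperature. Signal: endpoint fluorescence intensity from OMFP dephosphorylation. Read-out basis: % inhibition. Benchmarks: no-enzyme and uninhibited controls.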
# An asterisk follows results filed as active; i = inactive; x = not tested or not shown.
structure	SKN-1 block	Neddyl block	Scp-1 inhibitor	CendR NRP1 mod	DNMT1 block	Tb MetRS inh	NadD inh	LMPTP block	SUMO1 PPI mod	STEP block
Cc1nc2c(C)[n+](CC(=O)c3ccccc3)ccc2n1C	8	i	-4	14	1	0.3	-2	-3.0	0	3
Cc1cccc(N(Cc2ccccc2)C(=O)CSC(C)C(=O)Nc2cc(C)on2)c1 (stereo unspecified)	5	i	-4	-10	1	-0.3	-6	0.0	2	0
O=C(N/N=C/c1ccc[nH]1)c1ccccc1OCc1ccccc1Cl	18	i	3	-23	-8	-0.6	7	0.0	-3	4
CCOc1ccc(-c2nc(N)ncc2-c2ccccc2OC)c(O)c1	0	i	-9	-12	-8	-0.6	-1	53*	39*	2
COc1ccc(N2C(=O)c3ccccc3C(C)(C)C2=O)cc1	-6	i	-1	12	-2	-0.2	-2	0.1	-4	-2
Cc1cc(N2CCN(C)CC2)nc2ccc(NC(=S)NC3CC3)cc12	-8	i	-6	9	3	-1.3	-3	2.1	-8	12
COc1cc(CN2CCN(CCCc3ccccc3)CC2CCO)cc(OC)c1 (stereo unspecified)	8	i	3	-7	-1	0.1	-10	0.3	-9	2
Cc1ccc(CN2CCCN(C)CC2)c(C)c1	9	i	-6	3	0	-0.7	1	-5.6	4	-3
O=C(Nc1cccnc1)c1ccccc1NS(=O)(=O)c1ccc(F)cc1	-12	i	-5	7	-2	-0.4	-3	-0.5	5	-5
C(=N\N=C\c1ccccn1)/c1ccccn1	4	i	-9	9	-1	-0.3	-5	-1.0	-17	-4
Cc1ccc(C)c(CSc2nc3[nH]ncc3c(=O)[nH]2)c1	-4	i	-3	-2	8	-0.4	-1	-0.9	-2	0
CC(C)=CCC/C(C)=C/CNC(=O)C[C@H]1C[C@H](C(=O)N2CCOCC2)[C@@]2(CCC3CCCC3)c3[nH]c4cc(CCC(=O)N(C)C)ccc4c3CCN2C1=O	-8	i	1	2	-26	0.3	3	7.9	0	-3
O=C(Cn1nc(-c2ccc(Cl)cc2)ccc1=O)NCc1ccc2c(c1)OCO2	-4	i	-3	3	1	2.0	-2	-0.2	-18	0
Cc1c(CCC(=O)NC2CC2)c(=O)oc2cc(O)ccc12	10	i	10	4	2	-0.1	-4	-0.9	-3	2
O=C(Cn1cccn1)N1CCCC(Nc2ccc(F)c(F)c2)C1 (stereo unspecified)	-1	i	-7	3	1	0.0	-3	-0.3	-2	-2
O=C(Cn1cnc2ccccc21)Nc1ccc(F)c(F)c1	3	i	5	9	1	17*	2	-0.7	-4	2
O=C(Nc1cccc(C(=O)O)c1)/C(=C\c1ccc(F)cc1)NC(=O)c1ccco1	1	i	-3	-3	0	-0.2	-5	0.2	-3	-4
Cc1ccccc1-n1nnnc1SCc1cc(=O)n2ccsc2n1	0	i	-3	7	0	0.7	-6	-2.3	0	-1
COc1ccccc1CNC(=O)C(CC(C)C)NC(=O)C1CCC(C)CC1 (stereo unspecified)	3	i	-3	18	2	0.0	-6	-2.1	-6	0
O=C(NC1CCCC1)C(c1ccncc1)N(CCCN1CCOCC1)C(=O)c1ccc(-c2ccccc2)[nH]1 (stereo unspecified)	-1	i	-8	14	-1	-0.2	-4	-5.6	-1	1
Cc1cc(NC(=O)c2ccccc2-c2ccccc2C(=O)O)no1	-7	i	-2	10	16	0.1	2	-1.7	-1	-2
CCN(CC)C(=O)CSc1nnc(-c2ccco2)o1	-5	i	0	-3	1	-0.7	-1	-0.4	-2	-2
Cc1cc(C(=O)OCC(=O)N2CCC(C)CC2)c2ccccc2n1	5	i	-5	0	2	-0.2	3	0.6	-17	-1
CCOC(=O)c1c(C)n(CC)c2ccc(OC(=O)c3ccc([N+](=O)[O-])cc3)cc12	-5	i	-17	-4	-8	-0.6	-1	-0.1	-8	1
CN(C)C(=O)c1ccc(-c2cc(C(F)(F)F)n(C)n2)s1	6	i	-3	-10	0	-0.9	-5	-1.5	0	0
Cc1ccc(C2(c3ccc(C)cc3)NC(=O)N(CC(N)=O)C2=O)cc1	12	i	-2	-6	1	-0.7	1	-0.9	8	1
O=C(Nc1nccs1)C1(S(=O)(=O)c2ccc(Cl)cc2)CC1	2	i	-4	12	2	-1.0	3	-0.4	4	2
Cc1cc(C(=O)N2CCN(c3ccc([N+](=O)[O-])cc3)CC2)co1	-1	i	-5	-4	0	-0.1	-3	0.3	-43	4
COc1ccc(C(=O)Nc2nc(-c3ccc(S(=O)(=O)N4CCOCC4)cc3)cs2)cc1	10	i	-13	-7	-14	0.7	8	2.4	-2	4
Cc1nonc1-c1ccc2c(c1)OCO2	15	i	-8	13	2	-0.1	-8	-0.6	-11	2
O=C(NCc1ccc(C(=O)O)cc1)OCc1ccccc1	-2	i	-5	-11	0	0.7	-3	0.4	-4	1
Cc1[nH]n(C(N)=S)c(=O)c1N=Nc1cc(C(F)(F)F)ccc1Cl	4	i	0	-10	-7	-1.1	1	-0.6	-8	3
Nc1ncnc2c1nc(Sc1ccc(Cl)cc1)n2[C@@H]1O[C@@H]2COP(=O)(O)O[C@H]2[C@H]1O	6	i	-4	-9	-4	-0.2	-1	-0.7	1	-2
O=S(=O)(c1ccc(Br)cc1)N1CCCN(Cc2ccccc2F)CC1	5	i	-3	17	-7	0.2	-3	-1.7	-2	0
O=C(N/N=C/c1cccc2ccccc12)c1cc2ccccc2o1	2	i	7	4	1	-0.3	1	0.8	-2	-2
COc1ccc(C(=O)Nc2cnc(NC(=O)c3cccs3)cc2C)cc1	6	i	1	-30	-2	-0.5	2	-0.6	1	-1
CCOC(=O)C(c1ccccc1)N1CCN(c2ccc(OC)cc2)CC1 (stereo unspecified)	7	i	-10	0	-2	0.0	7	1.3	-1	-1
CC(=O)OC1COC(N2CCc3cc([N+](=O)[O-])ccc32)C(OC(C)=O)C1OC(C)=O (stereo unspecified)	1	i	1	12	-2	0.5	-6	-0.8	-8	2
Cc1cc(C)c(NC(=O)c2ccccc2C(=O)c2ccccc2)c(C)c1	-3	i	8	3	1	-1.3	-3	-0.3	-1	0
Nc1ccccc1N=c1ssnc1Cl	5	i	-5	-8	-3	0.0	3	6.1	10	19
O=C(c1scc2c1CCCC2)N1CCOCC1	0	i	-10	2	-6	0.0	-1	-2.2	-4	0
O=C1Nc2cc(C(=O)NCCCN3CCOCC3)ccc2S/C1=C/c1ccccc1F	6	i	3	3	-3	-0.6	-12	-1.8	-23	3
COc1cc(/C=N/NC(=O)c2cc(-c3c(C)nn(-c4ccccc4)c3C)n[nH]2)ccc1O	12	i	-8	2	-7	-0.1	20	0.4	17	-3
CCOC(=O)Cn1nc(C)c(-c2ccccc2)c1N	-7	i	-13	-1	5	-0.5	-1	-1.4	3	-1
CC(=O)Nc1ccc(Oc2nc(-c3ccccn3)nc3ccccc23)cc1	4	i	-13	-6	4	-0.9	-5	0.0	-6	1
COc1ccccc1NC(=O)Cn1c(=O)n(-c2ccccc2)c(=O)c2oc3ccccc3c21	1	i	-3	-12	17	0.0	3	0.6	5	-1
c1cnc2c(SCc3ccc(-c4nnco4)cc3)cccc2c1	19	i	1	3	-3	-2.3	10	1.2	-13	-1
CC1Cc2ccccc2N1S(=O)(=O)c1cccc(C(=O)OCC(=O)NC2CCS(=O)(=O)C2)c1 (stereo unspecified)	-2	i	1	6	-1	-0.1	-2	-0.3	-2	1

# Full records from above. Order of screens: SKN-1 block	Neddyl block	Scp-1 inhibitor	CendR NRP1 mod	DNMT1 block	Tb MetRS inh	NadD inh	LMPTP block	SUMO1 PPI mod	STEP block
# COc1ccccc1NC(=O)Cn1c(=O)n(-c2ccccc2)c(=O)c2oc3ccccc3c21 is listed as 1	i	-3	-12	17	0.0	3	0.6	5	-1
# CC(=O)OC1COC(N2CCc3cc([N+](=O)[O-])ccc32)C(OC(C)=O)C1OC(C)=O (stereo unspecified) is listed as 1	i	1	12	-2	0.5	-6	-0.8	-8	2
# CC(=O)Nc1ccc(Oc2nc(-c3ccccn3)nc3ccccc23)cc1 is listed as 4	i	-13	-6	4	-0.9	-5	0.0	-6	1

# New compounds follow
structure	SKN-1 block	Neddyl block	Scp-1 inhibitor	CendR NRP1 mod	DNMT1 block	Tb MetRS inh	NadD inh	LMPTP block	SUMO1 PPI mod	STEP block
O=C(COC(=O)c1ccc(C(F)(F)F)cc1)Nc1cccc(S(=O)(=O)NC2=NCCCCC2)c1	19	i	-6	10	1	0.5	2	1.6	-1	1
CCOC(=O)Cc1csc(NC(=O)c2cnc3sc(C)cn3c2=O)n1	-6	i	-5	-2	3	-0.4	-4	0.0	2	4
COc1ccc(/C=C/C(=O)NC(=S)Nc2ccccc2C(=O)NC2CCCCC2)cc1	-2	i	-4	8	30	-0.8	4	0.3	-2	2
COc1cc(NC(=O)CN(c2ccc(C)cc2)S(=O)(=O)c2c(C)n[nH]c2C)cc(OC)c1	-19	i	-10	0	-1	0.1	-8	0.2	4	-6
CC(C)=CCC/C(C)=C/COc1c2occc2cc2ccc(=O)oc12	-3	i	-19	5	4	1.1	9	3.8	1	0
CC(C)c1ccc(C(O)c2nc3ccccc3n2C)cc1 (stereo unspecified)	2	i	-1	8	3	-0.6	7	0.6	-3	2
CC(=O)OCCCNc1cc(Sc2nc3ccccc3s2)c2nonc2c1[N+](=O)[O-]	-2	i	-11	-1	-14	-0.8	8	2.4	-1	2
O=C(Nc1ccccc1)C1CC(=O)N(Cc2ccccc2)C1 (stereo unspecified)	14	i	-6	6	1	-0.1	2	-1.3	2	1
Cn1c(=O)c2c(nc(N3CCCCC3)n2CC(O)COc2ccccc2)n(C)c1=O (stereo unspecified)	6	i	1	-4	1	-0.2	-7	-1.0	0	-4
Cc1ccc(CN(C(=O)COc2cccc(C)c2C)C2CCS(=O)(=O)C2)o1 (stereo unspecified)	4	i	-5	10	-1	0.0	-1	-0.5	2	0
COc1cc(C=O)ccc1OCC(=O)Nc1ccc2c(c1)OCO2	-3	i	1	8	-3	0.5	0	0.0	1	0
COC(=O)c1ccc(COc2ccc(NC(C)=O)cc2)o1	0	i	26	-20	-1	-0.2	3	-2.8	-2	2
N#CC(C#N)=CN=c1ccn(Cc2ccc(Cl)cc2Cl)cc1	-17	i	-2	-1	-5	0.1	4	2.5	-11	0
CCOC(=O)c1cnc(C(F)(F)F)nc1Oc1ccccc1	2	i	-5	15	0	0.1	-1	0.1	-4	-1
CC(=O)c1cc2cccc(OC3(C)CCN(Cc4ccc(-c5ccccn5)cc4)C3)c2o1 (stereo unspecified)	-18	i	x	1	-2	-0.3	2	1.1	-18	-1

# Screening data from PubChem BioAssay.
